M1 antag: human M1 muscarinic receptor antagonists, primary screen, CHO-K1 cells, Fluo-8 calcium fluorescence, 1536-well; Muscarinic acetylcholine receptor M1 (Homo sapiens), P11229; CHO-K1 hM1, ACh EC80 antagonist; inhibition, % at 3 µM; 360,000 compounds, 1.3% hits;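 active means percent inhibition above its own plate's cutoff, namely the mean of that plate's compound wells plus 3 SD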;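 further: peak over basal fluorescence ratio during 140 s after agonist addition; 0% = ACh EC80 plus DMSO and 100% = DMSO alone without agonist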
Target sequence (P11229 whole entry, looked up): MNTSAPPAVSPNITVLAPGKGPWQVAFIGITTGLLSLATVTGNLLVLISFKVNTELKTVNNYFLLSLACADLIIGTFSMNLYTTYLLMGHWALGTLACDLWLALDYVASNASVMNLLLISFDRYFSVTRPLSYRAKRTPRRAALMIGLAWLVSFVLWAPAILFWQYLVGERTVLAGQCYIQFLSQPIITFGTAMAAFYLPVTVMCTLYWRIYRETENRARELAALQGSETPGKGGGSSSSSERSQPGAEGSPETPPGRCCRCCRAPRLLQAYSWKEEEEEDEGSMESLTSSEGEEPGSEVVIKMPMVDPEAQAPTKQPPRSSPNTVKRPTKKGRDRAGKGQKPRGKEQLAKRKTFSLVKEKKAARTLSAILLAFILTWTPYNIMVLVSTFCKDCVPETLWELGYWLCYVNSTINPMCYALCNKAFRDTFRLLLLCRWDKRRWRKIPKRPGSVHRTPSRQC
CHRM4 antagonist: human M4 muscarinic receptor antagonists, primary screen, CHO cells, Fluo-8 calcium fluorescence; Muscarinic acetylcholine receptor M4 (Homo sapiens), P08173; CHO-hM4 cells, ACh EC80; inhibition, % at 3 µM; 360,000 compounds, 0.73% hits;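 active means inhibition above its plate's cutoff, the mean inhibition of sample wells plus 3 SD, cut at about 27% in these data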;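 further: 0% = acetylcholine EC80 with DMSO and 100% = DMSO without agonist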
Target sequence (P08173 whole entry, looked up): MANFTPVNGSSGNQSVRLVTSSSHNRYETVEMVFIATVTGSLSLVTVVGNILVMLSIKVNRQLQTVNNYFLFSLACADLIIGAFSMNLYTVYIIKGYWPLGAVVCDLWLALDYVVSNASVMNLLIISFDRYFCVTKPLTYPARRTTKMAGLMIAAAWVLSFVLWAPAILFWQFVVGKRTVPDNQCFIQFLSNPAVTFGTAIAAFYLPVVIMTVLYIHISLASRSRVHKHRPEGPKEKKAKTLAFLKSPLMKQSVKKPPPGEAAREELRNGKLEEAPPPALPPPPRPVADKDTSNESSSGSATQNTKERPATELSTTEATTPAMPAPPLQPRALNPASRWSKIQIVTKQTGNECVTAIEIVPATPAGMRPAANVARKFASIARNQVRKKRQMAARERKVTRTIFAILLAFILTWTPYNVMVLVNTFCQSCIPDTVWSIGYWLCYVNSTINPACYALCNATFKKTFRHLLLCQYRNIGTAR
CRFR2-BP ag: agonists of CRF-BP/CRF-R2 complex, primary screen, cell-based, HEK293, calcium dye fluorescence, uHTS; CRF-binding protein / CRF receptor 2 complex (human); calcium dye fluorescence (FLIPR); percent of saturating CRF peptide response; activation, % at 13.2 µM; 350,000 compounds, 0.46% hits;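 active means activation of at least 50%, plus an integration ratio under a set limit after plate pattern correction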;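 further: plate controls were neutral control wells without compound for no effect and CRF at EC100 for full effect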
CHRM5 antagonist: human M5 muscarinic receptor antagonists, primary screen, CHO cells, Fluo-8 calcium fluorescence | AID 624040, 2012 | Muscarinic acetylcholine receptor M5 (Homo sapiens), P08912 | inhibition, % at 3 µM | CHO-hM5 cells, ACh EC80 | 360,000 compounds, 0.59% hits;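 active means inhibition above a per-plate cutoff, the mean of that plate's test compounds plus 3 SD, cut at about 27% in these data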;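 further: 0% = acetylcholine EC80 with DMSO and 100% = DMSO without agonist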
M1 PAM: human M1 muscarinic receptor positive allosteric modulators, primary screen, CHO-K1 cells, Fluo-8 calcium fluorescence, 1536-well; Muscarinic acetylcholine receptor M1 (Homo sapiens), P11229; CHO-K1 hM1, ACh EC20; 0% = ACh EC20, 100% = maximal ACh; activation, % at 3 µM; 360,000 compounds, 0.088% hits; AID 588819, 2011; in the data active means activation above about 19%, passing the limit was not always enough
CHRM4 agonist: human M4 muscarinic receptor agonists, primary screen, CHO-K1 cells, Fluo-8 calcium fluorescence; CHO-K1 hM4/Gqi5; vehicle 0%, full acetylcholine response 100%; 360,000 compounds, 0.14% hits; activation, % at 3 µM; Muscarinic acetylcholine receptor M4 (Homo sapiens), P08173;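 active means activation above the run mean over all test wells plus 3 SD, cut at about 32% in these data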;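 further: peak over basal fluorescence ratio per well then scaled between controls; 0% = DMSO wells and 100% = acetylcholine at EC100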
M5 ag: human M5 muscarinic receptor agonists, primary screen, CHO-K1 cells, Fluo-8 calcium fluorescence | CHO-K1 hM5 cells; 0% DMSO wells, 100% maximal acetylcholine response | activation, % at 3 µM | 360,000 compounds, 0.19% hits | AID 624037, 2012;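 active means activation above the run's mean over test compounds plus 3 SD, cut at about 23% in these data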;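 further: signal is peak over basal fluorescence ratio across the kinetic read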
CHRM5 PAM: human M5 muscarinic receptor positive allosteric modulators, primary screen, CHO-K1 cells, Fluo-8 calcium fluorescence; activation, % at 3 µM; Muscarinic acetylcholine receptor M5 (Homo sapiens), P08912; CHO-K1 hM5, ACh EC20 PAM; 0% = ACh EC20, 100% = ACh EC100; 360,000 compounds, 0.3% hits;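 active means activation above the run cutoff, the mean activation of all test compounds plus 3 SD, cut at about 18% in these data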
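Measured by: Fluo-8 calcium fluorescence; material: human M5 receptor in CHO-K1 cells; schedule: Post-acetylcholine fluorescence recording 140 s; benchmarks: low control EC20 acetylcholine (0%), high control EC100 acetylcholine (100%); read-out: Max/basal fluorescence ratio as % of EC20–EC100 ACh window; compound: single dose, 3 µM nominal final test concentration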
CHRM4 PAM: human M4 muscarinic receptor positive allosteric modulators, primary screen, CHO-K1 cells, Fluo-8 calcium fluorescence; 360,000 compounds, 0.4% hits; Muscarinic acetylcholine receptor M4 (Homo sapiens), P08173; CHO-K1 hM4/Gqi5, ACh EC20; 0% = ACh EC20, 100% = maximal ACh; activation, % at 3 µM;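 active means activation above its plate's cutoff, the mean activation of sample wells plus 3 SD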; further: some results filed as inactive read as strong as hits
* = called active by the depositor; · = not tested or not shown; & = joins results of further samples.

SMILES | M1 antag | CHRM4 antagonist | CRFR2-BP ag | CHRM5 antagonist | M1 PAM | CHRM4 agonist | M5 ag | CHRM5 PAM | CHRM4 PAM
O=c1cc(NCC2CCCO2)[nH]c(=O)n1-c1ccc(Cl)cc1 (stereo unspecified) | -12 | 4 | -0.9 | -7 | 10 | 1 | 2 | 10 | 19
CCOc1ccc(C(=O)OCC(=O)NC2CCCCCCC2)cc1 | 1 | -5 | -5.1 | 4 | 2 | 2 | -2 | -6 | 0
ON(CCc1ccccn1)CCc1ccccn1 | -21 | -10 | 7.5 | 8 | 11 | 1 | 5 | -2 | 8
O=C1C=C(c2ccc3c(c2)OCO3)C[C@@H](c2ccc3c(c2)OCO3)C1 | -5 | 5 | 0.6 | 12 | 8 | 0 | 2 | -3 | -1
CC(C)(C)c1ccc(C(=O)N2CCC2(C)C(=O)NCCC#N)cc1 (stereo unspecified) | -17 | 4 | · | 5 | 12 | 2 | 1 | -2 | -1
CC(=O)CCc1oc2c([N+](=O)[O-])cccc2c1-c1ccc(C)o1 | 0 | -24 | -2.0 | 8 | 1 | 0 | -7 | 5 | 7
COc1cc(Nc2nc3ccccc3nc2NS(=O)(=O)c2ccc([N+](=O)[O-])cc2)cc(OC)c1OC | 4 | -7 | -0.3 | 21 | 9 | 2 | -4 | -4 | -3
CC(=O)Nc1ccc(S(=O)(=O)NCCC(=O)OCC(=O)NNC(=O)c2ccccc2)cc1 | -6 | 0 | -0.5 | 16 | 6 | 1 | 2 | -4 | -1
Cc1ccc(S(=O)(=O)Nc2nc3ccccc3s2)cc1 | -6 | 6 | 0.0 | -1 | 6 | 0 | -3 | -2 | 0
O=C(NC1CCSC1=O)C1CC(=O)N(c2ccc(F)cc2)C1 (stereo unspecified) | -11 | -9 | -1.2 | 3 | 9 | 1 | -2 | 14 | 3
COC(=O)/C=C1\OCc2cc(OC)c(OC)cc21 | · | -4 | · | 14 | · | 0 | -1 | -4 | 6
Cc1ccc(C(=O)NC(=S)Nc2ccc(N3CCN(C(=O)c4ccco4)CC3)cc2)cc1 | 15 | -3 | 5.2 | 14 | -6 | 8 | 0 | -7 | -2
COc1ccc(/C=N/OCc2ccccc2C#N)c(OC)c1 | -11 | 10 | 1.5 | 6 | 8 | 0 | -3 | -2 | -7
Cc1ccc(-n2c(SCC(=O)N/N=C/c3ccccc3C(=O)O)nnc2-c2ccc(Cl)cc2)cc1 | -9 | -4 | -2.4 | 16 | 4 | 0 | 0 | -7 | 0
Fc1ccccc1CNC(=S)NCc1ccc(Cl)cc1 | -10 | -2 | 1.9 | 8 | 8 | 1 | -3 | -1 | 1
COc1ccc2oc(C(=O)c3ccccc3)c(NC(=O)CN3CCN(C)CC3)c2c1 | -26 | 1 | 3.2 | 9 | 6 | 1 | -5 | 3 | 7
COc1ccc(NC(=O)c2ocnc2C)cc1OC | -3 | 18 | 0.5 | -6 | 1 | 1 | -2 | 4 | 0
CCOC(=O)CCn1cc(F)c(=O)n(Cc2ccccc2)c1=O | -4 | -4 | -1.0 | 1 | 8 | 1 | -1 | -1 | 3
S=C(NCCc1ccccc1)NC1CCCCCC1 | -20 | 3 | 6.3 | -1 | 0 | 3 | -10 | 3 | -7
CSc1nc(N)nc2c1ncn2CC(=O)N[C@H](C)c1cccc2ccccc12 | -3 | -13 | 0.6 | 2 | -2 | 8 | 2 | -3 | 3
Cc1ccc(Nc2c(-c3ccccn3)nc3ccc(C)cn23)cc1 | -17 | -23 | -1.0 | -2 | 6 | -2 | -13 | -6 | 6
COc1cccc(C(=O)N2CCCc3ccccc32)c1 | 3 | -2 | -0.1 | 0 | 2 | 0 | 0 | -1 | 5
Cc1cccc(C)c1OCC(=O)NC1CC1 | -10 | 8 | -1.1 | 0 | 3 | 0 | -2 | 8 | 3
O=C(NCc1ccccc1)c1ccc(S(=O)(=O)NCc2ccco2)cc1 | -9 | 7 | 2.2 | 12 | 5 | 2 | -1 | -2 | -5
Cn1c(N)c(N=Cc2ccccc2)c(=O)n(C)c1=O | -7 | 3 | 3.1 | 16 | 3 | 1 | 3 | -1 | 2
S=C(Nc1cccnc1)NC1CCCC1 | -1 | 0 | 0.2 | 7 | 4 | 0 | 2 | -2 | 0
CN(Cc1ccc2nonc2c1)Cc1nc(CC2CC2)no1 | -2 | -4 | 0.7 | -18 | -3 | 1 | -1 | -2 | 5
CCN(C(=O)C(C)Sc1nnc(-c2ccncc2)n1C)C1CCCCC1 (stereo unspecified) | -8 | -8 | -1.7 | 1 | 3 | 1 | 1 | -7 | -2
O=C(Cc1cccs1)NCc1cccc(C(F)(F)F)c1 | -4 | 0 | -0.4 | 1 | 3 | -1 | -2 | 3 | -9
CC(C)C(NC(=O)OCc1ccccc1)C(=O)O (stereo unspecified) | -16 | -10 | -0.7 | -1 | 5 | 1 | -2 | 6 | 11
O=C(O)CN1C(=O)CNC1=O | 1 | -1 | -0.2 | 0 | 8 | 1 | -6 | 7 | 5
O=C(NC[C@@H]1CCCO1)c1cccc2c1C(=O)c1ccc(Cl)cc1S2(=O)=O | 1 | 4 | -0.5 | 9 | 1 | 9 | 5 | -12 | -7
CCOC(=O)CSc1nc(C)nc2c1sc1nc(C)c(C(C)=O)c(-c3ccc(OC)cc3)c12 | 5 | 8 | 4.5 | 5 | 2 | 1 | 1 | -1 | 20*
COc1cc2c(c(O)c1OC)C1Cc3ccc(OC)c(OC)c3CN1CC2 (stereo unspecified) | -6 | -5 | · | -2 | 3 | 1 | 1 | -1 | -4
COc1ccc(NS(=O)(=O)c2ccc3c(c2)NC(=O)CO3)c(OC)c1 | -4 | 2 | 3.8 | 6 | 0 | 2 | 3 | 10 | -3
O=C(NCCc1ccccc1F)C(=O)Nc1nccs1 | -2 | -7 | 0.4 | -5 | 2 | 1 | -5 | 10 | 3
Cc1ccc(-c2cc(C(=O)NCc3cn(C)nc3C)c3cc(Br)ccc3n2)cc1 | 9 | 7 | -0.5 | 7 | -7 | 3 | -1 | -4 | -8
CCOC(=O)[C@]12CCC=C1N(Cc1ccco1)C(=O)[C@H](CC(=O)NCc1cccc3ccccc13)C2 | · | 4 | · | 6 | · | 5 | 1 | -8 | -3
COC(C[C@H]1O[C@H]1[C@@H](O)COCc1ccccc1)OC | 39* | 7 | -0.5 | 4 | -13 | 1 | 1 | -5 | 0
O=C(O)CCN1C(=O)/C(=C/c2cn(-c3ccccc3)nc2-c2cccs2)SC1=S | -4 | 5 | 6.0 | 1 | 6 | 2 | 0 | -1 | -3
O=C(Nc1cccc(Cl)c1Cl)c1ccncc1 | -24 | 11 | 0.0 | 9 | 8 | 0 | -3 | -4 | -4
COc1ccc(S(=O)(=O)N2CCCCC2)cc1NC(=O)COC(=O)c1ccco1 | -7 | -4 | -1.5 | -3 | 8 | 4 | 3 | 2 | 12
COc1ccccc1NC(=O)c1ccc(C(=O)c2ccccc2)o1 | 15 | -4 | -1.5 | 12 | -6 | 11 | -5 | -10 | -3
O=C1C(CSCc2ccccc2)NC(=S)N1c1ccccc1 (stereo unspecified) | -12 | -1 | -0.8 | 16 | 6 | 1 | -5 | -5 | -5
CS(=O)(=O)N1CCN(c2ccccc2NC(=O)C(c2ccccc2)c2ccccc2)CC1 | -14 | 6 | -1.8 | 13 | 5 | 0 | 0 | -9 | -6
O=C(Cn1cnc2c(cnn2-c2ccccc2)c1=O)N1CCN(c2ccc(F)cc2)CC1 | 5 | 12 | 1.8 | 4 | -2 | 2 | -1 | 2 | 1
CC(CN1CCCCC1)OC(=O)/C=C/c1ccccc1 (stereo unspecified) | 3 | 3 | 1.2 | 0 | -1 | 2 | 0 | 0 | 0
Cc1cc(C(=O)CN2C(=O)c3ccccc3C2=O)c(C)n1Cc1cccs1 | 5 | 7 | -0.7 | -2 | 2 | -1 | -2 | 4 | -2
O=C(NCCCNc1ccc([N+](=O)[O-])cc1)C(F)(F)F | -6 | 4 | 0.2 | 1 | 4 | 2 | 1 | -8 | -3
Cc1cc(=O)[nH]c(N/N=C/c2cn(CCC#N)nc2-c2ccccc2)n1 | -7 | 7 | -1.6 | 6 | 7 | 1 | -1 | -1 | 2
The results go on.
SMILES | M1 antag | CHRM4 antagonist | CRFR2-BP ag | CHRM5 antagonist | M1 PAM | CHRM4 agonist | M5 ag | CHRM5 PAM | CHRM4 PAM
C[C@@H]1CN([C@@H](C)CO)S(=O)(=O)c2ccc(Br)cc2O[C@H]1CN(C)C(=O)Nc1ccc2c(c1)OCO2 | -7 | -6 | 0.7 | 3 | -2 | 8 | 1 | 2 | 2
Cc1cc([N+](=O)[O-])ccc1NC(=O)C1CCCO1 (stereo unspecified) | 0 | -2 | 0.9 | 4 | 4 | 0 | 1 | -1 | -4
COc1cc(OC)cc(-c2cc(NC(C)=O)n[nH]2)c1 | 1 | -8 | -1.6 | -2 | 2 | 3 | 3 | -6 | 5
O=C(COC(=O)/C=C/c1ccc([N+](=O)[O-])cc1)NCc1cccs1 | 1 | -13 | 0.9 | 5 | 3 | 5 | 5 | -3 | 3
CCn1c(C)c(C(C)=O)c(SC)nc1=S | -5 | 21 | 0.5 | -1 | 4 | -1 | -3 | 4 | 4
CN(C)S(=O)(=O)c1ccc(NC(=S)NC(=O)Cc2ccccc2)cc1 | 7 | -2 | 8.2 | -2 | -2 | 0 | -1 | -4 | -2
COc1cc2c(C#N)c(N3CCCC3)nc(N)c2c(N)n1 | -11&-8 | 1&-8 | -2.7&0.0 | 7&-9 | 4&6 | 5&2 | 5&3 | 2&6 | 4&5
Cc1ccccc1-c1oc(C)c(C)[n+]1[O-] | 6 | -6 | 0.6 | 5 | 0 | 1 | 5 | -2 | -4
CN=c1nc(-c2ccccc2)n(-c2ccccc2)s1 | -27 | 2 | -1.9 | 3 | 5 | 0 | 0 | 2 | -4
CN1CCN(CC(=O)Nc2c(C(=O)C3CC3)oc3ccccc23)CC1 | -7 | 3 | -0.2 | 0 | 1 | 1 | -8 | -2 | -9
O=C(O)c1cccc2c(-c3ccccc3)c(-c3ccccc3)[nH]c12 | -2 | 4 | -2.8 | -10 | 20 | -3 | -6 | 15 | 15
Cc1c(C)c(C)c(S(=O)(=O)NCCC(=O)N2CCN(Cc3ccc(C#N)cc3)CC2)c(C)c1C | 1 | -18 | -0.1 | 7 | 0 | 4 | -3 | -12 | 1
Cc1ccc(S(=O)(=O)Nc2ccc(C(=O)N3CCCC3)cc2)cc1 | 1 | 1 | -0.7 | 2 | 5 | 1 | 0 | -4 | 4
